TLR9-MyD88 inh = inhibitors of human TLR9-MyD88 binding | Q9NR96+Q99836 | CHO BLA complementation TLR9-MyD88, CCF4 FRET ratio | inhibition, % at 4.98 µM | 340,000 compounds, 0.21% hits | AID 504734;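 active means inhibition above the mean over all tested compounds plus 3 SD, cut at about 21% in these data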;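 further: 0% = DMSO only wells and 100% = clavulanate BLA inhibitor control wells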
Vif inh = HIV Vif inhibition. inhibition, % at 7.49 µM. HEK293T cells, Vif self-association by quenched fluorescence, imaging, 24 h. 340,000 compounds, 0.35% hits; in the data active means inhibition above about 50%, passing the limit was not always enough; further: some results filed as inactive read as strong as hits
N-glyco inh = blocks N-linked glycosylation in D54 reporter cells; 360,000 compounds, 0.23% hits; reporter increase, % at 12.5 µM; D54 ERlucT glycosylation luciferase reporter, 24 h; percent of 100 nM tunicamycin response;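 active means mean luciferase reporter signal, scaled so untreated is 0 and the glycosylation-blocking control 100, at or above a set limit in every replicate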;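 further: luciferase carries N-glycosylation sites so blocking glycosylation raises the light; 0% = median of neutral control wells and 100% = median of 100 nM tunicamycin wells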
MC4R ag barr = agonists of human melanocortin 4 receptor (MC4R) beta-arrestin; P32245; U2OS MC4R beta-arrestin complementation, luminescence; percent of melanotan II response, DMSO zero; activation, % at 8.9 µM; 360,000 compounds, 0.98% hits; AID 540308;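 active means activation above a per-plate cutoff, the mean activation of sample wells on that plate plus 3 SD, cut at about 8% in these data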
Exocytosis inh = lytic granule exocytosis inhibition; 360,000 compounds, 0.66% hits; AID 651702; inhibition, % at 10 µM; TALL-104 LAMP-1 surface exposure, flow cytometry; cells stimulated with thapsigargin and PMA;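 active means inhibition above about 55%, limit read from the data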
NOD2-RIPK2 inh = blocks binding of human NOD2 to RIPK2; O43353; CHO BLA complementation NOD2-RIPK2, CCF4 ratio; inhibition, % at 4.98 µM; 360,000 compounds, 0.38% hits; AID 624267; in the data active means inhibition above about 21%;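 further: 0% = vehicle only and 100% = reference blocker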
ABCB6 inh 2 = inhibitors of human ABC transporter ABCB6; Q9NP58; K562-ABCB6 porphyrin accumulation, flow cytometry, 1 h; stronger effect = lower value; fluorescence ratio to DMSO, % at 10 µM; 360,000 compounds, 0.19% hits;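 active means fluorescence ratio to DMSO below 75%, the collection mean minus 3 SD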;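 further: signal is porphyrin accumulated inside mitochondria; 100% equals median channel fluorescence of DMSO control wells; lower ratio means ABCB6 inhibition with less porphyrin fluorescence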
ABHD5-PLIN5 inh = ABHD5-PLIN5 protein interaction inhibition; Split G. princeps luciferase complementation, luminescence, 4 h; inhibition, % at 4 µM; 360,000 compounds, 0.78% hits; AID 602281;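 active means inhibition above the mean inhibition across every tested compound plus 3 SD, cut at about 22% in these data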;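 further: 0% = DMSO only wells and the 100% control is not disclosed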
Target sequence (Q00G26 whole entry, looked up): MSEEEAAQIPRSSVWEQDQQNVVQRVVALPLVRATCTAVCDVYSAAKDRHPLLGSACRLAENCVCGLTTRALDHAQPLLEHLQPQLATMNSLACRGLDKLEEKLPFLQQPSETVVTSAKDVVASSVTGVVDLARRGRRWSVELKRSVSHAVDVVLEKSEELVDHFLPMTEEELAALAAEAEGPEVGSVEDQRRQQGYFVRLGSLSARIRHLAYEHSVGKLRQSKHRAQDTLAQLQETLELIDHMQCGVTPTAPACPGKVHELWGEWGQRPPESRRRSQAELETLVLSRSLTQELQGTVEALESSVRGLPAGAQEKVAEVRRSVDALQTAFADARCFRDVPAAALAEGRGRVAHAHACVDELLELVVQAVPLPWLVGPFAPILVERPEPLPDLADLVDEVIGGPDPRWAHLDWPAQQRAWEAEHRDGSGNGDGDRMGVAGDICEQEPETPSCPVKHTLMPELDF
Target sequence (Q8WTS1 whole entry, looked up): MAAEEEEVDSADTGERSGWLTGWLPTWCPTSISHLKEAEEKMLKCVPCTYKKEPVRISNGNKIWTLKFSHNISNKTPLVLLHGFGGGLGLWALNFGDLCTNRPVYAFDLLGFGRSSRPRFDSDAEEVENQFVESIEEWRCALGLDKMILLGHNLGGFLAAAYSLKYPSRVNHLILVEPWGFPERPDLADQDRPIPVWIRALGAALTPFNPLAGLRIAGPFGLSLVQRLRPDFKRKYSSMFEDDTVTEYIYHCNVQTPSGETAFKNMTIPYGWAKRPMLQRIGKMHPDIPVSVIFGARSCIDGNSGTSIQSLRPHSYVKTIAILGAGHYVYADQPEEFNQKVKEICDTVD
aDG glyco act = increases alpha dystroglycan glycosylation. activation, % at 10 µM. AID 624168. Pro5-aDG cells, alpha-DG glycosylation AlphaScreen (IIH6); 0% Pro5, 100% B10-LARGE cell signal. 360,000 compounds, 0.22% hits;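 active means activation of at least 8% versus controls, or a plate z-score of at least 8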;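 further: Pro5 are CHO cells carrying HIG-tagged alpha-DG that lacks glycosylation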
MC4R antag cAMP = blocks human MC4R cAMP signaling; 360,000 compounds, 0.48% hits; P32245; inhibition, % at 6.5 µM; MC4R-expressing cells, MTII-stimulated cAMP, LANCE TR-FRET;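 active means inhibition above its plate's cutoff, the mean of tested wells on that plate plus 3 SD, cut at about 29% in these data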;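 further: 0% = Melanotan II alone and 100% = Melanotan II plus saturating MCL0020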
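Assay system: U2OS-MC4R stable cell line; Also added: Melanotan II; Technique: Eu-cAMP/anti-cAMP TR-FRET, emission 671 nm; Times: 30-min compound, 1-h challenge, 1-h detection, room temperature.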
* = called active by the depositor; nt = no result given. Not all compounds are listed; count on the stated rates, not on these rows.

SMILES	TLR9-MyD88 inh	Vif inh	N-glyco inh	MC4R ag barr	Exocytosis inh	NOD2-RIPK2 inh	ABCB6 inh 2	ABHD5-PLIN5 inh	aDG glyco act	MC4R antag cAMP
CCOc1cc(C)c(S(=O)(=O)N2CCCCC2)cc1C	-15	-7	-1	-3.0	-5	-7	105	-7	-0.2	-7
O=C(Nc1sc2c(c1C(=O)O)CCC2)c1ccccc1	5	-1	-4	-1.5	-3	-2	98	-4	0.0	6
O=C(Nc1cccc(NC(=O)c2cccnc2)c1)c1ccccc1	11	-5	0	1.0	2	-13	99	2	-0.1	5
Cc1sc2nc(C3CC3)nc(SCC(=O)NCc3ccco3)c2c1C	1	6	-1	3.8	0	-2	94	16	-0.2	3
CSc1ncccc1C(=O)OCC(=O)N1CCOCC1	8	1	1	1.3	1	-6	89	3	-0.2	-3
COCCNC(=O)CSc1ccc(-c2nc3ccccc3[nH]2)cn1	-10	0	2	0.9	7	-3	97	-2	0.1	14
COC(=O)C1=C(C(=O)OC)SC2(S1)C(C(=O)OC)=C(C(=O)OC)SC1=C2c2cccc(C)c2NC1(C)C	-2	5	0	0.5	13	3	97	-30	0.8	41*
CCOc1ccc(NC(=O)c2ccc(N3CC4CC(C3)c3cccc(=O)n3C4)c(NC(=O)CCN3CCOCC3)c2)cc1 (stereo unspecified)	1	3	-4	-1.7	0	-8	94	10	-0.1	-2
COc1ccc(NC(=O)C2CCCN2c2ccc(OC)c(OC)c2)cc1OC (stereo unspecified)	-5	-5	1	0.6	-1	-3	142	-1	-0.1	2
COc1ccc(CCNC(=O)Cn2cnc3scc(-c4ccccc4)c3c2=O)cc1OC	-8	6	-1	-1.1	-6	-4	99	2	0.0	6
C[C@@H]1CN([C@@H](C)CO)S(=O)(=O)c2ccc(Br)cc2O[C@@H]1CN(C)C(=O)C1CC1	1	-2	0	-1.9	18	-1	99	-4	0.0	4
COc1cc(C(=O)N2CCCC(c3nc(-c4cccs4)no3)C2)cc(OC)c1OC (stereo unspecified)	1	-5	0	2.5	-3	-7	86	0	-0.2	-2
O=C(CN1C(=O)CSc2ccc(S(=O)(=O)N3CCOCC3)cc21)N1CCCCC1	-3	-7	2	-1.7	-3	10	107	0	0.4	-5
CC(=O)Nc1ccc(NC(=O)CSc2nnc(COc3ccccc3C)n2CC2CCCO2)cc1 (stereo unspecified)	-5	4	2	2.0	-1	2	96	-1	0.0	10
c1ccc2nc3c(nc2c1)CCc1nonc1-3	-1	16	0	-1.8	-4	-1	95	-1	-0.2	-3
CN1CCC(=O)N([C@H](COc2ccccc2)Cc2ccccc2)CC1	5	9	3	0.0	-14	5	96	9	0.0	3
O=S1(=O)CCOCCCN1Cc1ccccc1Br	-9	-5	-1	-0.7	-7	0	98	-11	0.3	-8
Cc1ccc(/C=N/Nc2ncnc3nc[nH]c23)cc1	2	8	-4	0.6	-2	2	94	5	0.0	-2
COc1cccc(C#Cc2c(C=O)n(C)c3ccccc23)c1	-1	0	-3	1.6	-2	-9	106	-6	1.7	14
COc1ccccc1C(=O)Nc1ccnn1C1CCN(Cc2ccn[nH]2)CC1	2	nt	0	-2.0	-1	-3	93	-8	-0.1	4
O=C(NCc1ccccc1)c1noc2c1CCCC2	-8	nt	9	0.5	0	4	103	0	-0.1	3
NNC(=O)CS(=O)(=O)c1ccc(Cl)cc1	-3	-9	1	-2.6	-4	5	101	-5	0.0	-1
COC12NC(=O)N(C)C1(OC)C(=O)N(C)C(=O)N2C (stereo unspecified)	-3	9	1	-2.1	-5	2	99	-1	-0.2	9
CCOC(=O)C(NC(=O)c1ccccc1)(OCc1ccccc1)C(F)(F)F (stereo unspecified)	-6	nt	1	-1.4	-3	-3	102	-2	-0.1	8
Cc1ccc(C)c(N2CCN(CCCNC(=O)Cn3c(=O)c4cccn4c4cccnc43)CC2)c1	-1	-2	1	-1.7	75*	-1	105	6	3.0	9

An excerpt from above in order of number of heavy atoms, lowest first.
SMILES	TLR9-MyD88 inh	Vif inh	N-glyco inh	MC4R ag barr	Exocytosis inh	NOD2-RIPK2 inh	ABCB6 inh 2	ABHD5-PLIN5 inh	aDG glyco act	MC4R antag cAMP
NNC(=O)CS(=O)(=O)c1ccc(Cl)cc1	-3	-9	1	-2.6	-4	5	101	-5	0.0	-1
CCOc1cc(C)c(S(=O)(=O)N2CCCCC2)cc1C	-15	-7	-1	-3.0	-5	-7	105	-7	-0.2	-7
CC(=O)Nc1ccc(NC(=O)CSc2nnc(COc3ccccc3C)n2CC2CCCO2)cc1 (stereo unspecified)	-5	4	2	2.0	-1	2	96	-1	0.0	10

Next section:
SMILES	TLR9-MyD88 inh	Vif inh	N-glyco inh	MC4R ag barr	Exocytosis inh	NOD2-RIPK2 inh	ABCB6 inh 2	ABHD5-PLIN5 inh	aDG glyco act	MC4R antag cAMP
CC1CN=C(N(Cc2ccccc2)C(=O)Nc2ccccc2)S1 (stereo unspecified)	2	nt	-1	1.0	2	-3	97	2	0.0	14
CN1C(=O)/C(=N\OC(=O)c2ccccc2Cl)c2ccccc21	4	6	7	-0.9	12	13	93	-1	-0.2	-1
CCN(CC(=O)NCc1cccs1)C(=O)c1cccc(S(=O)(=O)Nc2ccc(OC)cc2)c1	-3	-2	3	-1.5	1	-3	95	-3	0.2	12
COc1ccc(S(=O)(=O)N2CCC(C(=O)NCc3cccnc3)CC2)cc1Cl	-5	-5	1	-1.4	-8	2	98	-5	0.0	14
CCOC(=O)c1sc2nc(OCCN3CCOCC3)cc(C)c2c1N	nt	nt	nt	nt	-1	-22	98	9	-0.1	nt
Cc1nccn1CCCNC(=O)CC1C(=O)NCCN1Cc1ccc(F)cc1Cl (stereo unspecified)	1	20	0	0.3	23	-5	102	5	-0.2	-2
CC(C)S(=O)(=O)c1csc(NC(=O)Nc2cc(Cl)ccc2Cl)c1Cl	-7	-4	2	4.6	-8	0	97	0	1.2	14
CCOC(=O)c1cccc(Nc2nc(-c3cccnc3)nc3ccccc23)c1	4	-14	1	12*	0	4	98	-6	-0.6	5
COc1ccc2c(c1)OC1(C)CC2C(C(=O)c2ccccc2OC)C(=O)N1 (stereo unspecified)	0	0	2	-0.3	2	-16	97	-2	0.2	7
Cc1ccc(S(=O)(=O)CC(=O)c2ccccc2)cc1	-4	nt	0	-0.7	-4	-5	94	-1	-0.5	7
CCc1c(C)nc(SCC(=O)N2CC(C)OC(C)C2)[nH]c1=O (stereo unspecified)	3	nt	1	0.4	27	1	102	16	-0.1	4
CCc1ccccc1NC(=S)N1CCN(c2cccc(OC)c2)CC1	2	2	-3	-0.9	-5	9	94	2	0.1	5
CC(CCc1ccccc1)NC(=O)C1CCN(C(=O)c2sccc2-n2cccc2)CC1 (stereo unspecified)	-8	4	1	1.6	-4	-5	96	-11	0.0	15
O=C1c2ccccc2S(=O)(=O)N1Cc1nnc(-c2ccccc2Br)o1	-5	0	-2	1.9	0	-1	99	16	1.0	6
CCCNc1nc2c(c(=O)[nH]c(=O)n2C)n1CCCc1ccccc1	9	-3	4	0.5	-2	-4	98	12	1.3	-1
COc1ccc(N(C(=O)c2snc(C(N)=O)c2N)C(C(=O)NC2CCCC2)c2cccs2)cc1OC (stereo unspecified)	4	9	1	-0.4	-2	10	97	4	-0.2	-1
COc1ccc(-n2c(SCC3OCCO3)nc3c(sc(=S)n3-c3ccccc3)c2=O)cc1OC	-2	-2	-2	-2.3	3	2	95	-2	-0.1	10
COc1ccc(-c2cc(C(=O)NC3CCCC3)no2)cc1OC	5	0	-2	-1.6	-2	2	103	-2	-0.1	22
Cn1c(=O)c(C(=O)CSc2nncs2)c(N)n(Cc2ccccc2)c1=O	3	-3	2	-0.9	-1	2	104	-6	0.2	8
O=C(Nc1cc(S(=O)(=O)N2CCOCC2)ccc1N1CCOCC1)c1cccs1	-10	9	1	-0.5	-2	-13	97	0	-0.3	5
Cc1[nH]c2ccccc2c1/C=C/c1nc2ccccc2c(=O)n1-c1ccc([N+](=O)[O-])cc1	-12	2	-6	0.8	0	1	101	-1	-0.4	21
Cc1nn(C)c(C(=O)NNC(=S)NCc2ccco2)c1Br	7	-4	3	-0.8	0	0	99	0	0.6	-3
COc1ccc(C(C)=NNc2ccc([N+](=O)[O-])cc2S(=O)(=O)Nc2ccccc2C(=O)O)c(OC)c1	7	5	4	-1.3	0	11	91	7	0.1	11
COc1nc(C)ccc1-c1noc(-c2ccncc2)n1	-6	nt	-2	-0.5	-2	-17	98	-1	-0.2	-8
Cc1cccc(C)c1NC(=O)NC1CCc2ccccc21 (stereo unspecified)	-8	-7	1	-1.2	6	-20	94	-3	0.0	0
Next structures.
SMILES	TLR9-MyD88 inh	Vif inh	N-glyco inh	MC4R ag barr	Exocytosis inh	NOD2-RIPK2 inh	ABCB6 inh 2	ABHD5-PLIN5 inh	aDG glyco act	MC4R antag cAMP
Cc1c(C(=O)NCc2cccnc2)oc2c1C(=O)CC(C)(C)C2	-3	1	4	-2.7	0	-1	97	1	0.1	14
O=C(/C=C/NNC(=O)c1ccccc1O)c1ccccc1	-4	-9	-6	-1.2	-10	3	95	2	-0.1	10
O=S(=O)(NCc1ccccc1)c1cccc(S(=O)(=O)N2CCOCC2)c1	-4	-1	4	0.3	-3	-4	89	-6	0.4	-7
CC(=O)Nc1ccc(NC(=O)Cn2cc3c(n2)CCCC3)cc1	-7	25	1	-1.1	-4	-5	118	-2	0.4	0
Cc1nc2c3ccccc3nc(NNC(=O)CCC(=O)NC(C)C)n2n1	-7	1	1	-2.0	-4	-7	94	0	-0.2	5
O=C(NC1CCCCC1)N(Cc1cc2cc3c(cc2[nH]c1=O)OCCO3)CC1CCCO1 (stereo unspecified)	-21	-2	2	-0.4	-2	5	91	1	0.0	10
O=C(CSc1nnc(-c2ccc(Cl)cc2)n1-c1ccccc1)N/N=C/c1ccccc1C(=O)O	-13	4	-1	-2.0	1	-3	98	-1	-0.3	-1
NC(=O)CC(NC(=O)Cc1ccc(Br)cc1)c1ccc(NC2CCCCCCC2)c([N+](=O)[O-])c1 (stereo unspecified)	7	0	13	11*	-3	-8	98	1	-0.3	8
COc1ccc(Cl)cc1NC(=O)CN(C)C(=O)CN1C(=O)NC(C)(C)C1=O	6	4	-2	0.7	6	6	93	2	0.2	4
CC(=O)c1cccc(NC(=O)Nc2ccc(C(=O)N3CCCC3)cc2)c1	-4	nt	-3	-0.8	0	0	97	-2	0.1	15
CC1(c2nnc(Cc3ccccc3)o2)CC(c2ccccc2)=NO1 (stereo unspecified)	1	nt	0	-2.1	13	10	93	2	0.0	0
Brc1cnc2nc(SCc3nc4ccccc4[nH]3)[nH]c2c1	nt	2	-2	-1.2	-8	-1	96	-3	-0.1	11
O=c1[nH]cc(-c2ccc(Br)cc2)n1Cc1ccccc1	2	1	0	0.9	-11	6	89	-15	0.0	10
COc1ccc(CCNC(=O)Cc2ccc(NC3=NC4CS(=O)(=O)CC4S3)cc2)c(OC)c1 (stereo unspecified)	2	19	0	0.1	-7	13	98	3	0.0	6
Cc1ccc(CNC(=O)C2CCN(c3nn4c(=O)cc(C)nc4s3)CC2)cc1	6	-1	0	-1.5	0	-10	91	2	0.2	-1
Cc1ccc(Cc2c(-c3ccccc3)nc3ccc(Br)cn23)cc1	2	0	-2	0.4	4	-5	101	-6	0.1	-2

Compound activity as filed in PubChem BioAssay.
